Epigenetic reg – regulators of epigenetic silencing causing reporter derepression in mouse cells. murine LDR cells, GFP reporter derepression, 30 h. Potency, µM (doses to about 53.9 µM), without a hit: at the top dose GFP activation, hits mostly activators. actives 0.2% (n = 280,000). AID 1865; note: % of control where 0% means no effect; nearly all actives have a fitted effect of over 60% in size
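Readout is the number of GFP-expressing murine LDR cells, counted by cytometry following washing. Cells were treated with compound for 30 h at 37 C; the stably integrated CMV-GFP locus is normally silent.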
SMN2 splice enh – increases expression of the SMN2 splice variant; Potency, µM (highest dose often 46.1 µM), for inactives: at the top dose activity change, positive = activation, actives largely listed as activators; HEK293 SMN2-luciferase splicing reporter, luminescence, 30-36 h; actives 2.8% (n = 210,000); AID 1458; note: % of control where 0% means no effect; nearly all actives have a fitted effect of over 55% in size
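qHTS luciferase splicing reporter: luminescence rises when SMN2 exon 7 is included in transfected HEK293 cells. Compound exposure lasted 30-36 h at 37C, with 4.5 mM final sodium butyrate as control, followed by a ONE-Glo read.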
IMPase Li cell – IMPase inhibition in cells with lithium potentiation; CHO-M1 cells, IP1 TR-FRET (IP-One), carbachol + lithium; Potency, µM (highest dose often 59.4 µM), inactives show at the highest dose activity, negative = IMPase inhibition, actives largely listed as inhibitors; actives 0.35% (n = 210,000); AID 1457;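 note: IP1 builds up when IMPase is blocked and the TR-FRET signal falls; plate controls were basal vehicle for no effect and high inhibitor control for full effect; nearly all actives have a fitted effect of over 50% in size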
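Concentration–response in CHO-M1 cells, lithium-potentiated; 30 min at 37C. IP1 detected by competitive TR-FRET after 10 min lysis at RT. Hill-fitted AC50.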
RECQ1 inh – RECQ1 (human) helicase inhibition | Potency, µM (series often up to 57.3 µM), for inactives: top-dose activity, negative = inhibition, usual class: inhibitors | RECQ1 DNA unwinding, red fluorescence kinetic read | actives 0.54% (n = 240,000);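 note: plate controls were vehicle for no effect and no enzyme for full effect; nearly all actives have a fitted effect of over 30% in size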
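RECQ1T1 50 nM; forked duplex (20 bp + 30-nt ss tails) 200 nM, ATP 2 mM final; pH 8.0, 2 mM MgCl2, 2.5 ug/ml poly(dI-dC); 15 min compound preincubation; discontinuous kinetic read over 2 h at RT.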
GoLoco inh red – RGS12 GoLoco-Gai1 interaction inhibition; Gai1:RGS12 GoLoco peptide FP, rhodamine, 10 min; P63096; actives 0.44% (n = 230,000); Potency, µM (series often up to 61.6 µM), for inactives: at the top dose activity, negative = inhibition, actives largely listed as inhibitors; active = well fitted inhibition curve with a large enough effect, not every such curve was filed as active; inactive = no such curve, though single readings can be large or run the other way; note: % is set by controls: 0 for no effect and ±100 for the full control effect; nearly all actives have a fitted effect of over 30% in size; many of its hits are not listed in these tables
Target sequence (P63096 whole entry, looked up): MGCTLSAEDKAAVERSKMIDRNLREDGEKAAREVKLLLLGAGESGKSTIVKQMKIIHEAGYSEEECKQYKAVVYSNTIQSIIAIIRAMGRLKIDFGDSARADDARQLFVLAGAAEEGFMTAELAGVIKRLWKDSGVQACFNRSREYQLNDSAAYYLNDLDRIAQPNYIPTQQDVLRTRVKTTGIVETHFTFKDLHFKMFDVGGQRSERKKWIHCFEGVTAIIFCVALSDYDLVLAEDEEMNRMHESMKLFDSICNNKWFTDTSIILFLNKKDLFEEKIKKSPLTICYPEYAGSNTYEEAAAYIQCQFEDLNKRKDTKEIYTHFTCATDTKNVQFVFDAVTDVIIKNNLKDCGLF
NPSR antag – neuropeptide S receptor (human) antagonism, cAMP. Q6W5P4. CHO-NPSR cells, cAMP TR-FRET, antagonist mode. Potency, µM (series often up to 38.3 µM), inactives show at the highest dose activity change, negative = inhibition, most hits filed as inhibitors. actives 1% (n = 220,000); note: % is set by controls: 0 for no effect and ±100 for the full control effect; nearly all actives have a fitted effect of over 50% in size; many of its hits are not listed in these tables
Target sequence (Q6W5P4 whole entry, looked up): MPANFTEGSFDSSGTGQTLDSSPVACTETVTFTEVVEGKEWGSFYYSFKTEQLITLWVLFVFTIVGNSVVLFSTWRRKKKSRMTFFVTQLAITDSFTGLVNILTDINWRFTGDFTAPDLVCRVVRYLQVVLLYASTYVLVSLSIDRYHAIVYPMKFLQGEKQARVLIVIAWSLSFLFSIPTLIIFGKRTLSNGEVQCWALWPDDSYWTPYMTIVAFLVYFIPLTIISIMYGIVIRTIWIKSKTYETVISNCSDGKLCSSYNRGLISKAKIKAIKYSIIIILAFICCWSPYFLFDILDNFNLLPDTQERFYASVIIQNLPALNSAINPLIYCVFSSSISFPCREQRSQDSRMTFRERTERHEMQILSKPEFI
KDM4E inh – JMJD2E (human) inhibition; B2RXH2; JMJD2E catalytic domain, FDH-coupled NADH fluorescence (FDH is formaldehyde dehydrogenase); Potency, µM (titrated, usually from 57.1 µM), without a hit: at the highest dose activity change, negative = inhibition, actives largely listed as inhibitors; actives 1.6% (n = 230,000); AID 2147; active = well fitted inhibition curve with a large enough effect, not every such curve was filed as active; inconclusive = small, poorly fitted or top-dose-only effect, or another doubt; inactive = no such curve, though single readings can be large or run the other way;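 note: 0% = wells with enzyme and -100% = buffer wells without enzyme; nearly all actives have a fitted effect of over 50% in size; many of its hits are not listed in these tables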
Target sequence (B2RXH2 1-337 limits assumed): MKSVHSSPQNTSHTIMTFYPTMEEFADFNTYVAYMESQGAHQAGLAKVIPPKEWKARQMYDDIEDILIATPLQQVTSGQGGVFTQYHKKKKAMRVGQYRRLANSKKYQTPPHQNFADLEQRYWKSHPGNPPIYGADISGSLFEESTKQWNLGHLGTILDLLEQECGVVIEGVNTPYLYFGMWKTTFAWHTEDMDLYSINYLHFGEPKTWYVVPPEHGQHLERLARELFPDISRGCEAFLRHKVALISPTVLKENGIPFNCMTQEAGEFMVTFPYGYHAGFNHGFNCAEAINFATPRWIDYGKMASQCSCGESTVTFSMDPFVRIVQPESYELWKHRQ
KinaseGlo FLuc – counter-screen: inhibitors of Kinase-Glo firefly luciferase; Q27757; AID 1379; Kinase-Glo luciferase, ATP luminescence, 8 min; Potency, µM (highest dose often 38.3 µM), for the others: at the top dose activity change, negative = inhibition, usual class: inhibitors; actives 0.28% (n = 200,000); note: % is set by controls: 0 for no effect and ±100 for the full control effect; nearly all actives have a fitted effect of over 60% in size
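Compounds were added to a substrate mix at pH 7.2 (50 mM imidazole, 10 uM ATP, within the enzyme's linear range), followed by Kinase-Glo detection reagent; luminescence was measured after 8 minutes at ambient temperature.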
* hit, by the source's call; i = inactive; ? = inconclusive; nt = no result given; [ ] = remark or other dose. Unless noted, calls come from the whole dose curve; as a rule, active = well fitted curve in the direction sought with a large enough effect; inconclusive = small, poorly fitted or top-dose-only effect, or another doubt; inactive = no such curve, though single readings can be large; an effect the other way counts as inactive or inconclusive. Potency is the fitted concentration of half-maximal effect. Some of the compounds tested (hit frequency here may not be typical).

Results follow in this order: Epigenetic reg | SMN2 splice enh | IMPase Li cell | RECQ1 inh | GoLoco inh red | NPSR antag | KDM4E inh | KinaseGlo FLuc
- OC(COc1cccc2ccccc12)CN1CCN(c2cccc(Cl)c2)CC1 (stereo unspecified)
→ 1.9% | nt | nt | -8% | 6% | -26% | -11% | nt
- CCc1c(C)[nH]c2c1C(=O)[C@H](CN1CCOCC1)CC2
→ 3.8%[16.9 µM] | -1%[20.6 µM] | -5% | -6%[25.9 µM] | 6%[21.6 µM] | nt | -12%[25.5 µM] | -1%[17.1 µM]
- Cn1c(C(=O)N2CCCCCC2)cc2c(=O)n(C)c3ccccc3c21
→ -0.9% | -1% | -12%[38.3 µM] | -3% | 4% | -20%[46.1 µM] | -4% | 1%
- Cc1csc(NC(=O)CCc2nc3ccccc3s2)n1
→ 0.0% | ? | 26%[38.3 µM] | 14% | 8% | -11%[46.1 µM] | -7% | -5%
- COc1ccc2oc(=N)c(C(=O)Nc3ccccc3)cc2c1
→ -0.2% | 13µM* | 8%[38.3 µM] | i | 6% | -10%[46.1 µM] | ? | -16%
- COc1ccc(OC)c(N2C(=O)C(Cl)=C(N3CCCCC3)C2=O)c1
→ 8.9% | -22% | 5%[38.3 µM] | -7% | 4% | -7%[46.1 µM] | 6% | -6%
- O=C(Cn1nnc2c(sc3nc4c(c(-c5ccccc5)c32)CCC4)c1=O)c1ccccc1
→ -1.8% | -3% | -10%[38.3 µM] | i | 4% | -17%[46.1 µM] | 2% | 1%
- CC1Cc2ccccc2N1C(=O)CSc1nnnn1Cc1ccccc1 (stereo unspecified)
→ 0.0% | -13% | 7%[38.3 µM] | -9% | 3% | -21%[46.1 µM] | 6% | -2%
- CC1CCN(C(=O)CN(c2ccccc2)S(=O)(=O)N(C)C)CC1
→ -0.1% | -3% | 2% | -8% | -6% | 5% | 12% | 0%
- CC(=O)c1cccc(NC(=O)NCc2cccnc2)c1
→ 0.8% | 3% | -13%[38.3 µM] | i | 1% | 6%[46.1 µM] | -17% | 1%
- CCCC(=O)NCCc1ccc(F)cc1
→ 0.0% | -10% | 16%[38.3 µM] | -2% | 6% | -4%[46.1 µM] | 2% | -1%
- O=c1[nH]c(CSc2ncccn2)nc2c1cnn2-c1ccccc1
→ 0.0% | -7% | 4% | i | 14% | 7% | 6% | 3%
- Cc1cc(C)nc(SCC(=O)Nc2nc(-c3ccccc3)c(-c3ccccc3)o2)n1
→ -1.0% | -4% | 5% | 1% | 5% | -9% | ? | 2%
- Cc1ccc(S(=O)(=O)N2CCN(C3CC(=O)N(Cc4ccccc4)C3=O)CC2)cc1C (stereo unspecified)
→ -1.2% | -3% | 2%[38.3 µM] | -13% | 3% | -26%[46.1 µM] | -6% | -1%
- CC(NS(=O)(=O)c1ccc(Br)cc1)C(N)=O (stereo unspecified)
→ 0.0% | 6% | 20%[38.3 µM] | -5% | 4% | -10%[46.1 µM] | 3% | -1%
- COc1cccc2cc(-c3nnc(SCC(=O)Nc4cc(C(F)(F)F)ccc4Cl)n3N)oc12
→ 0.0% | -7% | -5%[38.3 µM] | 2% | -3% | -7%[46.1 µM] | -24% | 5%
- CC(/C=C1\SC(=S)N(NS(=O)(=O)c2ccc(C)cc2)C1=O)=C\c1ccccc1
→ 0.0% | nt | nt | ? | -10% | -50% | 0% | nt
- CCCC1C2C(=O)N(c3ccc(OC)cc3)C(=O)C2ON1c1ccccc1 (stereo unspecified)
→ -0.7% | 2% | 19%[38.3 µM] | i | 2% | -15%[46.1 µM] | 3% | 1%
- COc1ccc(C)cc1NC(=O)CCC(=O)Nc1nnc(C(F)(F)F)s1
→ 0.0% | -16% | 7%[38.3 µM] | -5% | 6% | 0%[46.1 µM] | 4% | -1%
- CN(C)/C=C/C(=O)c1ccccc1OCc1cnc(Cl)s1
→ -0.2% | 0% | 4% | i | 23% | 15% | -15% | 0%

Continuation:
SMILES	Epigenetic reg	SMN2 splice enh	IMPase Li cell	RECQ1 inh	GoLoco inh red	NPSR antag	KDM4E inh	KinaseGlo FLuc
CC(C)(C)OC(=O)NCCCC1=CC2=CC(=O)C(C)(OC(=O)c3ccc(Cl)nc3)C(=O)C2=CO1 (stereo unspecified)	-1.1%	7%	7%	-8%	9%	nt	-21%	0%
CC(=O)c1cccc(CN2CCCC(C(=O)c3ccc4c(c3)OCO4)C2)c1 (stereo unspecified)	0.1%	nt	43%[activator]	i	12%	9%	?	2%
COC(=O)/C=C/C(=O)Nc1ccc(O)c(Cl)c1	-5.6%	2%	3%	-2%	0%	-31%	-4%	1%
Cn1c(SC(C(=O)Nc2ccc(F)cc2)c2ccccc2)nc2ccccc21 (stereo unspecified)	-1.6%	-14%	10%	-27%	0%	-38%	-6%	1%
CCCCNC(=O)c1ccc(Cn2c(=S)[nH]c3c([nH]c4ccc(OC)cc43)c2=O)cc1	-1.1%	-60%[inhibitor]	10%	-5%	9%	-57%	?	-1%
O=C(O)c1ccc(CNCc2ccc(Cl)cc2Cl)cc1	0.0%	24%	13%[38.3 µM]	i	11%	-3%[46.1 µM]	4%	19%
Cn1c(SCC(=O)N2CCCc3ccccc32)nc2cccnc21	-1.0%	-22%	7%	-1%	-11%	13%	-2%	2%
Cc1ccc(NC(=O)Cn2c(=O)n(CCCC(=O)NCc3ccco3)c(=O)c3ccccc32)cc1	-2.1%	14%	-3%[38.3 µM]	i	5%	8%[46.1 µM]	-20%	0%
CCN1CCN(Cc2ccc(NC(=O)c3cc(NC(=O)c4cc(-c5ccc(OC)cc5)n[nH]4)cc(OC)c3)cc2C(F)(F)F)CC1	0.9%	nt	nt	11%	5%	?	-9%	nt
CCc1cccc2c(C(=S)N3CCOCC3)c[nH]c12	-2.3%	-16%	15%	i	12%	-1%	4%	0%
Cc1ccccc1N1C(=O)C(Oc2ccc(Cl)cc2)C1CNCC1CCCO1 (stereo unspecified)	1.8%	-33%[inhibitor]	6%	-5%	2%	-36%	6%	0%
Cc1ccc(NS(=O)(=O)c2ccc(NC(=O)CN(c3cc([N+](=O)[O-])ccc3C)S(C)(=O)=O)cc2)c(C)c1	-1.6%	-5%	0%	-12%	-11%	-50%	10%	0%
COc1ccc(C(=O)CSc2nc(-c3ccccn3)nc(C)c2Cl)cc1	-0.4%	nt	nt	-3%	5%	-19%	-6%	nt
O=C(CS(=O)(=O)Cc1ccccc1)Nc1ccccn1	0.0%	?	-3%	-8%	-10%	-13%[46.1 µM]	-2%	1%
CCNc1nc(NC(C)C)nc(Oc2ccc(OCc3ccccc3)nn2)n1	0.0%	13%	-1%	-5%	6%	2%[46.1 µM]	-4%	1%
CCN(CC(=O)NCc1ccc(F)cc1)C(=O)/C=C/c1ccco1	1.3%	-5%	16%	-7%	-5%	-2%	-9%	-5%
CC(C)(C)c1ccc(C(=O)NNc2cc(N3CCCCC3)nc(N3CCCCC3)n2)cc1	2.5%	-15%	29%[38.3 µM]	2%	15%	-17%[46.1 µM]	6%	2%
CC(C)Sc1cc(N2CCCC2)nc(-c2ccccc2)n1	1.1%	-18%	7%[38.3 µM]	i	5%	-21%[46.1 µM]	2%	-5%
c1ccc(CCNc2nc(-c3ccncc3)cs2)cc1	-1.1%	-21%	16%	-1%	9%	8%	?	-3%
COc1cc(C=O)ccc1OS(=O)(=O)c1ccccc1[N+](=O)[O-]	1.0%	12%	0%	4%	-2%	21%	5%	1%
CCN(CC)S(=O)(=O)c1cc(C(=O)NCCN2CCOCC2)ccc1Cl	-1.5%	7%	-3%	-12%	9%	-12%	-1%	-1%
COc1ccc(NS(=O)(=O)c2cc(NC(=O)CNC(=O)c3ccc(C)s3)ccc2Cl)cc1	1.0%	-12%	2%	-7%	15%	-3%	6%	5%
Cc1ccc(S(=O)(=O)N/N=C/c2cccc(OC3CSC3)c2)cc1	1.5%	-10%	0%	-7%	2%	-7%	-2%	-5%
Cc1cc(C)c(/C=N/NC(N)=O)c(C)c1/C=N/NC(N)=O	-2.2%	0%	4%	-14%	-3%	-5%[46.1 µM]	12%	0%
Cc1cc(C)c2[nH]c(=O)c(=O)[nH]c2c1	2.5%	9%	-1%	i	-14%	-10%[46.1 µM]	13%	0%
O=C(/C=N/NC(=O)c1ccc(Cl)cc1Cl)c1ccccc1	-1.6%	nt	nt	i	2%	-26%	-2%	nt

Entries shown so far that have an NH in an aromatic ring:
SMILES	Epigenetic reg	SMN2 splice enh	IMPase Li cell	RECQ1 inh	GoLoco inh red	NPSR antag	KDM4E inh	KinaseGlo FLuc
CCc1c(C)[nH]c2c1C(=O)[C@H](CN1CCOCC1)CC2	3.8%[16.9 µM]	-1%[20.6 µM]	-5%	-6%[25.9 µM]	6%[21.6 µM]	nt	-12%[25.5 µM]	-1%[17.1 µM]
O=c1[nH]c(CSc2ncccn2)nc2c1cnn2-c1ccccc1	0.0%	-7%	4%	i	14%	7%	6%	3%
CCCCNC(=O)c1ccc(Cn2c(=S)[nH]c3c([nH]c4ccc(OC)cc43)c2=O)cc1	-1.1%	-60%[inhibitor]	10%	-5%	9%	-57%	?	-1%
CCN1CCN(Cc2ccc(NC(=O)c3cc(NC(=O)c4cc(-c5ccc(OC)cc5)n[nH]4)cc(OC)c3)cc2C(F)(F)F)CC1	0.9%	nt	nt	11%	5%	?	-9%	nt
CCc1cccc2c(C(=S)N3CCOCC3)c[nH]c12	-2.3%	-16%	15%	i	12%	-1%	4%	0%
Cc1cc(C)c2[nH]c(=O)c(=O)[nH]c2c1	2.5%	9%	-1%	i	-14%	-10%[46.1 µM]	13%	0%

Given with each value named: part of the list above
> CCN(CC)S(=O)(=O)c1cc(C(=O)NCCN2CCOCC2)ccc1Cl
  Epigenetic reg: -1.5%
  SMN2 splice enh: 7%
  IMPase Li cell: -3%
  RECQ1 inh: -12%
  GoLoco inh red: 9%
  NPSR antag: -12%
  KDM4E inh: -1%
  KinaseGlo FLuc: -1%

> COc1ccc(NS(=O)(=O)c2cc(NC(=O)CNC(=O)c3ccc(C)s3)ccc2Cl)cc1
  Epigenetic reg: 1.0%
  SMN2 splice enh: -12%
  IMPase Li cell: 2%
  RECQ1 inh: -7%
  GoLoco inh red: 15%
  NPSR antag: -3%
  KDM4E inh: 6%
  KinaseGlo FLuc: 5%
